# Screens deposited in PubChem BioAssay by National Center for Advancing Translational Sciences (NCATS).
# TDP1 inh: qHTS Assay for Inhibitors of Tyrosyl-DNA Phosphodiesterase (TDP1) | recombinant TDP1, AlphaScreen DNA substrate cleavage | Potency, µM (doses to about 130 µM), inactives show at the top dose activity change, negative = inhibition, usual class: inhibitors | actives 0.28% (n = 350,000); further: nearly all actives have a fitted effect of over 40% in size
# Target sequence (Q9NUW8 whole entry, looked up): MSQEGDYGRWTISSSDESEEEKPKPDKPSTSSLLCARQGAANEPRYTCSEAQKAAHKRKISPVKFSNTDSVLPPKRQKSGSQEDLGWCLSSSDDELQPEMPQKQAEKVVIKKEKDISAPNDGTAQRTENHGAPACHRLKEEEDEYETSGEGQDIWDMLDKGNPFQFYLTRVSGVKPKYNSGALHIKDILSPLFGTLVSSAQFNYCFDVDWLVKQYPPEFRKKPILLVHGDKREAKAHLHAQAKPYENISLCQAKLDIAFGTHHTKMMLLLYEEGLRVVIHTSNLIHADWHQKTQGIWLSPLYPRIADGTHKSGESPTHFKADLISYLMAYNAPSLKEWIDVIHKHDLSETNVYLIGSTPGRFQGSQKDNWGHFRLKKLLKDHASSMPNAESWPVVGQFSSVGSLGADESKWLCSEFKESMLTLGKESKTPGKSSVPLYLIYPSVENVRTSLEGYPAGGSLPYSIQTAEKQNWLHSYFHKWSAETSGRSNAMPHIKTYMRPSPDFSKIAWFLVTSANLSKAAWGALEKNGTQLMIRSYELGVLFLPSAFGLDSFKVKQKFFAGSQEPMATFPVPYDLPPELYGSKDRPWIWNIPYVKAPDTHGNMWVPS
#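 Enzyme-compound mixtures sat 15 min at room temperature, followed by a 5 min reaction with 15 nM final substrate and 10 min with AlphaScreen beads. Recombinant human Tdp1 was used at 1 nM final.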
# TDP1 cell CPT: qHTS for Inhibitors of human tyrosyl-DNA phosphodiesterase 1 (TDP1): qHTS in cells in presence of CPT | chicken DT40 Tdp1-/-;hTDP1 cells + 20 nM CPT, ATP luminescence, 48 h | Potency, µM (series often up to 46.2 µM), for the others: at the highest dose activity change, negative = growth inhibition, actives largely listed as inhibitors | actives 12% (n = 420,000) | AID 686979, 2013; further: nearly all actives have a fitted effect of over 55% in size
#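 Chicken DT40 Tdp1-/- cells complemented with human TDP1, 400 cells/well, exposed to compounds plus 20 nM camptothecin for at least 48 h at 37 C; viability read as ATP content by CellTiter-Glo luminescence.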
# TDP1 cell noCPT: qHTS for Inhibitors of human tyrosyl-DNA phosphodiesterase 1 (TDP1): qHTS in cells in absence of CPT; DT40 Tdp1-/- hTDP1 cells, no CPT, ATP luminescence, 48 h; Potency, µM (series often up to 46.2 µM), for the others: top-dose activity change, negative = growth inhibition, usual class: inhibitors; actives 15% (n = 420,000); further: nearly all actives have a fitted effect of over 55% in size
#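 Luminescent ATP content (CellTiter-Glo) served as the growth readout. Knockout chicken DT40 cells expressing human TDP1 were exposed to compounds without camptothecin for a minimum 48 hr at 37 °C.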
# Numbers without * were called inactive; ? = inconclusive; . = no result given; & = joins results of further samples; [ ] = remark or other dose. The call rests on the fitted dose curve; in most records, active means well fitted curve in the direction sought with a large enough effect; inconclusive means small, poorly fitted or top-dose-only effect, or another doubt; inactive means no such curve, though single readings can be large; an effect the other way counts as inactive or inconclusive. On the % scale 0 is the no-effect control and ±100 the full control effect; potency means the concentration at half of the fitted maximal effect.
smiles	TDP1 inh	TDP1 cell CPT	TDP1 cell noCPT
O=C(NCCO)Nc1ccc(Cl)cc1	-2%	-8%	-21%
COc1ccc(NC(=O)CSc2nc3ncccc3[nH]2)c(OC)c1	2%	?	?
CC1CCCCN1CCCNC(=O)CN1C(=O)c2cccnc2Oc2ccc(Cl)cc21 (stereo not given)	3%&1%	-10%&3%	15%&-6%
COc1ccc(CCNC(=O)COC(=O)CCC(=O)c2cccs2)cc1OC	2%	29%	6%
O=C(NCC1CCCO1)c1cccc(N2C(=O)C3C4C=CC(C4)C3C2=O)c1 (stereo not given)	-1%	-4%	9%
CC(C)C[C@@H](CO)NC(=O)CC[C@H](NC(=O)OC(C)(C)C)C(=O)N(Cc1ccccc1)Cc1ccccc1	.	?	?
CCCCn1c(N)c(N(CCC(C)C)C(=O)c2ccc([N+](=O)[O-])s2)c(=O)[nH]c1=O	1%	23µM*	?
O=C(/C=C/c1ccc(S(=O)(=O)N2CCOCC2)cc1)NCCc1ccc(C(F)(F)F)cc1	0%	?	?
CC(C)(C)OC(=O)N[C@@H](CC(=O)OCc1ccccc1)C(=O)O	-2%	?	?
C/C(=N/NC(=O)CNC(=O)c1cccnc1)c1cccc([N+](=O)[O-])c1	7%	2%	-9%
CCN=C1S/C(=C\c2cc(OCC)c(O)cc2Br)C(=O)N1CC	-3%	21µM*	12µM*
COCc1c(C(=O)N2CCN(c3ccccc3C)CC2)oc2ccccc12	-7%	21µM*	?
CC(C)CCC(CCN1CCOCC1)c1ccc2c(c1)OCO2 (stereo not given)	-3%	?	?
Cc1cccc(/C=N/Nc2ccc3ccccc3n2)c1	2%	-78%	29µM*
CC(NC(=O)COC(=O)C1CCN(c2ccc(C(F)(F)F)cn2)CC1)c1ccc(Br)cc1 (stereo not given)	2%	-32%	-12%
O=C(NCc1nnc2n1CCN(Cc1ccccc1C(F)(F)F)CC2)c1ccncc1	.	-22%	-7%
CC(=O)Nc1ccnc(-c2cccnc2)n1	1%	?	-12%
CC(Oc1ccccc1)C(=O)N1CCc2ccccc2C1 (stereo not given)	5%	?	-1%
COC(=O)CN1C(=O)[C@H]2[C@@H](c3ccc(C)o3)N3C(=O)CN(Cc4ccccc4)C(=O)[C@@]3(Cc3ccccc3)[C@H]2C1=O	.	-8%	?
COC(=O)CCCC1=CC2=C(c3ccccc3)C(=O)C(C)(OC(=O)C3CCCC3)C(=O)C2=CN1CCN1CCOCC1 (stereo not given)	-7%[12.3 µM]	-20%	-30%
CN1OC[C@@H]2CN(C(=O)Nc3ccccc3)[C@H](c3ccc(N4CCCCC4)cc3)C[C@@H]21	.	?	-2%
CC1(C)Cc2c(cnn2-c2ccccc2)C(NC(=O)CCCN2CCCC2=O)C1 (stereo not given)	3%[56.1 µM]	-3%	3%
NC1=NC(c2ccc([N+](=O)[O-])cc2)N(c2ccc(F)cc2)C(N)=N1 (stereo not given)	.	-22%	?
COc1cccc(C2c3c(oc4ccc(F)cc4c3=O)C(=O)N2CCN2CCOCC2)c1OC (stereo not given)	-2%	-7%	-11%
CCOc1ccc2nc(Cl)c(C3CC(c4ccco4)=NN3S(=O)(=O)c3ccccc3)cc2c1 (stereo not given)	0%	-25%	?
CC(C)CCNC(=O)Cn1c(-c2cccs2)cc2cc(F)ccc21	4%	-25%	-22%
Cc1ccsc1/C=N/NC(=O)c1ccccn1	-2%	?	?
O=C(O)c1cc(-c2ccccc2)nc2ccccc12	0%&1%	1%	-2%
O=[N+]([O-])c1ccccc1CN1CCN(S(=O)(=O)c2ccccc2)CC1	.	?	?
Cc1noc(C)c1-c1nccc(NCc2ccccc2)n1	.	?	?
Cc1ccc(SCc2[nH]nc3c2C(C(C)C)C(C#N)=C(N)O3)cc1 (stereo not given)	3%	?	?
COCCN(C(=O)c1sc2ccccc2c1Cl)c1c(N)n(CC(C)C)c(=O)[nH]c1=O	3%	-2%	1%
CCOc1c(C)cnc2c1c(=O)n(CC(=O)NCC1CCCO1)c(=O)n2C (stereo not given)	.	-6%	-4%
CCN1CCCC1CNS(=O)(=O)c1cc(Br)cc2c1N(C(=O)C1CC1)CC2 (stereo not given)	-2%	2%	-6%
Cc1cc2cc(CNC(=O)c3ccc(Br)o3)ccc2n1C	.	26µM*	-27%
Cc1ccc2nc(NC3=NCN(Cc4cccnc4)CN3)nc(C)c2c1	4%	-12%	-4%
COc1ccc(CNC(=O)Cn2c(=O)nc(-c3ccccc3)c3ccccc32)cc1OC	6%	?	16µM*
CCOc1cccc(C2/C(=C(/O)c3ccc4c(c3)CC(C)O4)C(=O)C(=O)N2Cc2ccncc2)c1 (stereo not given)	6%	-15%	14%
CC(=O)NC(=S)Nc1ccc(S(=O)(=O)Nc2nc(C)cc(C)n2)cc1	4%	17%	1%
COc1ccc(C(CC(=O)O)NC(=O)COc2ccccc2OC)cc1OC (stereo not given)	3%	3%	1%
N#Cc1ccc(CN2CCN(C(=O)c3cc(Cl)c4c(c3)OCCO4)CC2)cc1	1%	-21%	-29%
CCN(CCCNC(=O)c1nn(-c2ccc(C)cc2)c(=O)c2c1c1ccccc1n2C)c1ccccc1	7%	?	?
CCC1CCCCN1CCCNC(=O)c1ccc(N2CCCC2=O)cc1 (stereo not given)	0%	1%	15%
CCOC(=O)c1cnc(SC)nc1Sc1cc(Cl)ccc1Cl	1%	21µM*	18µM*
O=C(NNc1ccccc1F)c1cccs1	.	-20%	?
Fc1ccc(C2CC(c3ccccc3)n3ncnc3N2)cc1 (stereo not given)	4%	0%	-2%
CCN1CCN(C2CCCCC2NS(=O)(=O)c2ccccc2)CC1 (stereo not given)	2%	-6%	20%
COc1ccc(-c2cn[nH]c2-c2ccc(OC)cc2)cc1	.	?	-22%
CCOC(=O)c1c(NC(=O)CN2CCC(C)CC2)sc(C)c1C	-3%	-17%	?
COc1ccc(N(C)S(=O)(=O)c2cccc(C(=O)N3CCN(S(=O)(=O)c4ccc(C)cc4)CC3)c2)cc1	5%	26µM*	?

# Next results follow.
smiles	TDP1 inh	TDP1 cell CPT	TDP1 cell noCPT
CCn1c(CSc2nnc(-c3ccncc3)n2C)nc2cc(C(=O)O)ccc21	-2%	0%	-2%
Cc1ccc(/C=N/NC(=O)CSc2nc3ccccc3o2)cc1	8%	18µM*	23µM*
COc1ccccc1CN(Cc1nc2ccccc2c(=O)[nH]1)C(=O)Nc1ccccc1C	9%	1%	-6%
O=C(CNS(=O)(=O)c1ccc(F)cc1)N1CCN(c2ccc(F)cc2)CC1	0%	?	-22%
O=C(Nc1ccccc1)C(CCCCN1C(=O)c2ccccc2C1=O)N1C(=O)c2ccccc2C1=O (stereo not given)	.	-2%	-16%
Cc1nn2c(=O)cc(COC(=O)c3ccccc3NC(=O)c3ccccc3C)nc2s1	4%	3%	-2%
COC(=O)c1c(N)n(-c2cc(Cl)cc(Cl)c2)c2nc3ccccc3nc12	.	16µM*	9.2µM*
O=C(Nc1cccc(Cl)c1)c1ccccc1	.	-23%	-24%
CNC(=S)N1CCC(NC(=O)C(Cc2ccccc2)NC(C)=O)CC1 (stereo not given)	-5%	0%	7%
O=C(O)c1ccccc1/C=N/NC(=S)NCc1ccccc1	0%	-13%	-10%
O=C(NCc1ccc(Cl)cc1)C1CCC(CNc2c(N3CCCCC3)c(=O)c2=O)CC1 (stereo not given)	3%	-7%	0%
O=C(NCC(=O)N1CCCC1)c1ccc(Br)cc1	4%[0.0935 µM]	3%	3%
COc1ccc(Cl)cc1NC(=O)CN(C)C(=O)c1cc2c(s1)CCCC2	-7%	?	?
COC(=O)C(CCSC)NS(=O)(=O)c1ccc(Cl)cc1 (stereo not given)	3%	-9%	-18%
O=C(CNC(=O)c1ccco1)NCC(=O)OCc1ccccc1Br	-2%	4%	-7%
CCOC(=O)c1oc2ccc(S(=O)(=O)N3CCOCC3)cc2c1C	4%	-17%	-13%
CCCCNC(=O)C1c2ccccc2C(=O)N(c2ccc(OC)cc2)C1c1ccc(OC)cc1 (stereo not given)	-3%	-30%	-26%
O=C(O)c1cccc(S(=O)(=O)Nc2cccc(S(=O)(=O)N3CCCCCC3)c2)c1	3%	-33%	-23%
Cc1ccc(-c2nn3c(C)nnc3c3ccccc23)cc1S(=O)(=O)NC(C)c1ccccc1 (stereo not given)	6%	?	18µM*
CCN(Cc1ccccc1)S(=O)(=O)c1ccccc1Br	-15%[56.1 µM]	?	?

# Looked up by structure from the entries so far, four records:
smiles	TDP1 inh	TDP1 cell CPT	TDP1 cell noCPT
N#Cc1ccc(CN2CCN(C(=O)c3cc(Cl)c4c(c3)OCCO4)CC2)cc1	1%	-21%	-29%
CC1(C)Cc2c(cnn2-c2ccccc2)C(NC(=O)CCCN2CCCC2=O)C1 (stereo not given)	3%[56.1 µM]	-3%	3%
COC(=O)C(CCSC)NS(=O)(=O)c1ccc(Cl)cc1 (stereo not given)	3%	-9%	-18%
O=C(NCc1nnc2n1CCN(Cc1ccccc1C(F)(F)F)CC2)c1ccncc1	.	-22%	-7%

# Additional results
smiles	TDP1 inh	TDP1 cell CPT	TDP1 cell noCPT
CCc1ccc(NC(=O)C2CCN(S(=O)(=O)c3ccc4c(c3)NC(=O)CO4)CC2)cc1	2%	?	?
COc1cccc(OC)c1C(=O)OCC(=O)/C(C#N)=C(\C)N	0%	9%	-3%
CCN1C(=O)[C@H]2[C@@H](c3ccc(-c4ccc(F)cc4)cc3)N[C@@](CC(C)C)(C(=O)OC)[C@H]2C1=O	.	13µM*	18µM*
Cc1c(NC(=O)c2ccccc2N(C)S(=O)(=O)c2ccccc2)c(=O)n(-c2ccccc2)n1C	0%	-5%	1%
COc1ccccc1NC(=O)Nc1cnccn1	5%	-9%	-3%
O=C(NNC(=O)C1CCCN(S(=O)(=O)c2ccc3ccccc3c2)C1)C1CC1 (stereo not given)	2%	?	?
CC1=C(C(=O)N(C(C)C)C(C)C)CC(CC(=O)NC2CCCCC2)C(=O)N1Cc1ccc(C(C)(C)C)cc1 (stereo not given)	.	15µM*	21µM*
Cc1ccc(-n2cnc(N)c2C(=O)c2cccc([N+](=O)[O-])c2)cc1	4%	?	29µM*
COc1cccc(-n2c(=O)c3sc4ccccc4c3n(CC(=O)Nc3ccccc3OC)c2=O)c1	-1%	9.2µM*	15µM*
COc1ccccc1N(C)S(=O)(=O)c1ccc(C(=O)Nc2ccc(C)cc2C)cc1	-8%[0.505 µM]	?	23µM*
CCOc1ccc(Br)cc1/C=N/O	-1%	1%	-10%
Cc1ccc(N2CC(C(=O)NCc3ccccn3)CC2=O)cc1 (stereo not given)	9%	0%	-2%
CCN(CC(=O)Nc1c(F)cccc1F)C(=O)CSc1ccc(F)cc1	-4%	13%	-9%
COc1ccc(CNC(=O)C2CCC(CNS(=O)(=O)c3ccccc3)CC2)cc1 (stereo not given)	.	-19%	-6%
O=C(NNC(=S)Nc1ccc(C(=O)O)c(O)c1)c1ccncc1	.	-107%	-108%
COc1ccc(CCNC(=O)CC2COc3ccccc3O2)cc1OC (stereo not given)	4%	16%	-25%
COc1ccc(CNC(=S)Nc2cc(C)cc(C)c2)cc1	5%	?	?

# In the list so far, these have fluorine:
smiles	TDP1 inh	TDP1 cell CPT	TDP1 cell noCPT
O=C(/C=C/c1ccc(S(=O)(=O)N2CCOCC2)cc1)NCCc1ccc(C(F)(F)F)cc1	0%	?	?
CC(NC(=O)COC(=O)C1CCN(c2ccc(C(F)(F)F)cn2)CC1)c1ccc(Br)cc1 (stereo not given)	2%	-32%	-12%
O=C(NCc1nnc2n1CCN(Cc1ccccc1C(F)(F)F)CC2)c1ccncc1	.	-22%	-7%
NC1=NC(c2ccc([N+](=O)[O-])cc2)N(c2ccc(F)cc2)C(N)=N1 (stereo not given)	.	-22%	?
COc1cccc(C2c3c(oc4ccc(F)cc4c3=O)C(=O)N2CCN2CCOCC2)c1OC (stereo not given)	-2%	-7%	-11%
CC(C)CCNC(=O)Cn1c(-c2cccs2)cc2cc(F)ccc21	4%	-25%	-22%
O=C(NNc1ccccc1F)c1cccs1	.	-20%	?
Fc1ccc(C2CC(c3ccccc3)n3ncnc3N2)cc1 (stereo not given)	4%	0%	-2%
O=C(CNS(=O)(=O)c1ccc(F)cc1)N1CCN(c2ccc(F)cc2)CC1	0%	?	-22%
CCN1C(=O)[C@H]2[C@@H](c3ccc(-c4ccc(F)cc4)cc3)N[C@@](CC(C)C)(C(=O)OC)[C@H]2C1=O	.	13µM*	18µM*
CCN(CC(=O)Nc1c(F)cccc1F)C(=O)CSc1ccc(F)cc1	-4%	13%	-9%
